From PubChem BioAssay
Nrf2 ARE act: qHTS of Nrf2 Activators. AREc32 ARE-luciferase reporter (MCF7-derived line), luminescence, 24 h. Potency, µM (top dose mostly 46.1 µM), without a hit: at the highest dose activation, actives largely listed as activators. actives 0.31% (n = 410,000). AID 624171, 2012; note: potency is the fitted concentration of half-maximal effect; % of control where 0% means no effect; nearly all actives have a fitted effect of over 65% in size
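ARE activation measured as luciferase luminescence (Steady-Glo, 30 min RT) in AREc32_Fluc cells after 24 hr compound exposure at 37 deg C, 5% CO2; cells seeded overnight at 1000/well in OPTI-MEM, 5% FBS.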
EPAC2 ag: qHTS for Agonist of cAMP-regulated guanine nucleotide exchange factor 4 (EPAC2): primary screen. Rap guanine nucleotide exchange factor 4 (Homo sapiens), Q8WZA2. AID 720711, 2013. actives 0.079% (n = 360,000). EPAC2 activation, biochemical qHTS; response scale: 100% = 6.5 mM cAMP response. Potency, µM (highest dose often 154 µM), for the others: at the top dose activation, actives largely listed as activators; note: potency is the fitted concentration of half-maximal effect; nearly all actives have a fitted effect of over 50% in size
Target sequence (Q8WZA2 whole entry, looked up): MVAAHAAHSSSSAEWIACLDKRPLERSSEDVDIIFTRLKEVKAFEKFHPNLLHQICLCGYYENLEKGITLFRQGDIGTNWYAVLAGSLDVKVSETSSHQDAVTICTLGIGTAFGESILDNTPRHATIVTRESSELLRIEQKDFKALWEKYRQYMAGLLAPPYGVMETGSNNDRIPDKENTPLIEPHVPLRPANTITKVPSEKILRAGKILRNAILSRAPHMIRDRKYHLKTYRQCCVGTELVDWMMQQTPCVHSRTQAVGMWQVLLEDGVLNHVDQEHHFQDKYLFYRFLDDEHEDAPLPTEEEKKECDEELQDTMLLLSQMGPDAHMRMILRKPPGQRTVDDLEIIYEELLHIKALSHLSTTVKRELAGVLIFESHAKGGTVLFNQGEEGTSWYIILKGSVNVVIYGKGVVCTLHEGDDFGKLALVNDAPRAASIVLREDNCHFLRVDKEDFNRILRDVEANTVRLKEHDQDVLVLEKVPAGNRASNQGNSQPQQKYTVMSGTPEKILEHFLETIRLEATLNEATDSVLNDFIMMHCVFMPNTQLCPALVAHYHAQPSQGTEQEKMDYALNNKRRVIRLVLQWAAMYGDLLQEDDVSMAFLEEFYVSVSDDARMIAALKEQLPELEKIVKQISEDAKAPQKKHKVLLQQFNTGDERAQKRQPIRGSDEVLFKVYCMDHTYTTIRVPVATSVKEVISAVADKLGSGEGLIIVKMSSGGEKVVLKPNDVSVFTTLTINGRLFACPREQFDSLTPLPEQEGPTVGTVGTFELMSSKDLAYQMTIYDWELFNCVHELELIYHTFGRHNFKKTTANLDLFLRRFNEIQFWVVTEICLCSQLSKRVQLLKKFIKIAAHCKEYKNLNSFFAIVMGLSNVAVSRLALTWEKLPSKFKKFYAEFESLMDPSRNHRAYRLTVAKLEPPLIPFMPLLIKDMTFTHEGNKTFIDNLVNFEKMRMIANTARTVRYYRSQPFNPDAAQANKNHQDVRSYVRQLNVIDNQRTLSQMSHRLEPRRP
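Compounds were titrated in qHTS against a Rap1B-BODIPY-GDP (250 nM) complex with EPAC2 (100 nM) and GDP (50 uM). BODIPY-GDP release tracked at 480/540 nm over 30 min at room temperature, normalized to 6.5 mM cAMP.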
S2 tox: Viability Counterscreen for Primary qHTS for Inhibitors of ATXN expression; AID 651635, 2014; actives 0.49% (n = 400,000); S2 cells (HEK-293 line with an ATXN2-luciferase reporter) viability, CellTiter-Fluor protease fluorescence, 24 h; Potency, µM (titrated, usually from 56.7 µM), actives largely listed as cytotoxic; note: potency is the fitted concentration of half-maximal effect; nearly all actives have a fitted effect of over 40% in size
Nrf2 block: Nrf2 qHTS screen for inhibitors; AID 504444, 2011; Potency, µM (top dose mostly 46 µM), for inactives: at the highest dose activity change, negative = inhibition, hits mostly inhibitors; actives 2.1% (n = 360,000); A549 ARE-Fluc reporter, luciferase luminescence, 18-24 h; note: potency is the fitted concentration of half-maximal effect; % is set by controls: 0 for no effect and ±100 for the full control effect; nearly all actives have a fitted effect of over 60% in size
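Cells were seeded and rested 2 h, then exposed to compounds for 18-24 h. CellTiter-Fluor was read first as a viability measure. BugLite was added 15 min before the final luminescent read of ARE-luciferase activity in A549 cells.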
IL-2 act: qHTS of IL-2 Activators. IL-2 activation reporter assay, cell-based qHTS; stimulated with anti-CD3/CD4/CD28 beads; in transgenic mouse T cells. activation, % (series mostly up to about 46 µM). actives 0.065% (n = 360,000). AID 652025, 2013; in the data active = activation above about 50%; inconclusive = mostly about 30% to 49%; note: 0% is about no effect
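Readout: EGFP and DsRed signals by fluorescent plate cytometry. Unstimulated transgenic mouse T cells received compound 60 min before antibody-bead stimulation, then incubated 18 h at 37 degrees C.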
A549 tox: Nrf2 qHTS screen for inhibitors: counterscreen for cytotoxicity; A549 ARE-Fluc cells, CellTiter-Fluor viability, 18-24 h; AID 504648, 2011; actives 0.16% (n = 390,000); Potency, µM (top dose mostly 46 µM), inactives show top-dose activity change, negative = cytotoxicity, most hits filed as inhibitors; note: potency is the fitted concentration of half-maximal effect; % is set by controls: 0 for no effect and ±100 for the full control effect
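Cytotoxicity counterscreen: CellTiter-Fluor fluorescence was measured in A549 ARE_Fluc cells after 18-24 h of compound exposure in a concentration series. The subsequent BugLite luminescent read reports ARE-luciferase activity.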
HepG2 tox: qHTS for Inhibitors of TGF-b: Cytotox Counterscreen; actives 0.76% (n = 410,000); Potency, µM (series often up to 46.1 µM), for the others: at the highest dose activity change, negative = cytotoxicity, hits mostly cytotoxic; AID 588856, 2011; HepG2 CAGA-GFP viability, ATP luminescence, 18 h; note: potency is the fitted concentration of half-maximal effect; some results filed as inactive show a strong effect at the top dose
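HepG2 CAGA-GFP cells (1000/well, DMEM with 1% FBS) received compound, then TGF-beta at 500 pg/mL final, and were incubated 18 hours at 37 degrees C. Viability was read by CellTiter-Glo luminescence. Media-only wells were set as complete cell-killing and DMSO as no toxicity.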
TGFb SMAD3 inh: qHTS for Inhibitors of TGF-b. HepG2 CAGA-GFP TGF-b/SMAD3 reporter, GFP fluorescence, 18 h; TGF-beta stimulated, 500 pg/mL final. actives 1.2% (n = 410,000). AID 588855, 2011. Potency, µM (highest dose often 46.1 µM), without a hit: top-dose activity, negative = inhibition, usual class: inhibitors; note: potency is the fitted concentration of half-maximal effect; % is set by controls: 0 for no effect and ±100 for the full control effect; nearly all actives have a fitted effect of over 65% in size
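Inhibition of TGF-beta-driven CAGA-GFP reporter expression in HEPG2 cells is measured by cellular GFP fluorescence after 18 h stimulation with 500 pg/mL recombinant TGF-beta in 1% FBS medium at 37 degrees C.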
ATXN2 expr inh: Primary qHTS for Inhibitors of ATXN expression. HEK-293 ATXN2-luciferase reporter, luminescence, 24 h. Potency, µM (top dose mostly 57 µM), without a hit: at the top dose activity change, negative = inhibition, most hits filed as inhibitors. actives 0.72% (n = 360,000); note: potency is the fitted concentration of half-maximal effect; % is set by controls: 0 for no effect and ±100 for the full control effect; nearly all actives have a fitted effect of over 55% in size
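ATXN2-luciferase reporter cells (luciferase flanked by upstream and downstream ATXN2 gene portions) were treated 24 h at 37 °C with compounds at up to 57 uM. SteadyGlo luminescence gave expression; GF-AFC fluorescence gave viability.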
Starred values were filed as active, the others as inactive; i = inactive; ? = inconclusive; nt = no result given; [ ] = dose if it differs, or a comment. Unless noted, calls come from the whole dose curve; as a rule, active = well fitted curve in the direction sought with a large enough effect; inconclusive = small, poorly fitted or top-dose-only effect, or another doubt; inactive = no such curve, though single readings can be large; an effect the other way counts as inactive or inconclusive. Random draw from the library; 4.3% or so of the library scored in one or more.

SMILES	Nrf2 ARE act	EPAC2 ag	S2 tox	Nrf2 block	IL-2 act	A549 tox	HepG2 tox	TGFb SMAD3 inh	ATXN2 expr inh
CC(NC(=O)COC(=O)/C=C/c1ccc(Cl)cc1)c1ccccc1 (stereo not drawn)	2.0%	8.6%	i	-4.6%	0.0	0.2%	-2.1%	-4.4%	-4.7%
O=C(CSc1n[nH]c(-c2cc(Cl)ccc2Cl)n1)NCCN1C(=O)CSC1=O	-0.1%	-1.3%	i	0.6%	-0.6	2.0%	1.3%	-4.9%	15.5%
Cc1ccc(C(=O)OCc2cc(=O)n3c(C)csc3n2)s1	18.4%	6.2%	i	0.3%	-0.1	3.1%	15.1%	-1.5%	8.1%
O=C(NCCc1ccccn1)C1CCN(S(=O)(=O)c2ccc3ccccc3c2)CC1	-0.6%[9.22 µM]	1.0%	i	-13.0%	-2.4	11.6%	-10.9%	-7.1%	0.3%
Cc1ccc(NC(=O)CN(C)S(=O)(=O)c2cccc3nsnc23)cc1	-0.5%	0.8%	i	nt	0.0	1.8%	-1.6%	0.5%	32.2%[activator]
CSc1ncccc1C(=O)OCC(=O)c1ccccc1	2.4%	11.8%	i	1.5%	-2.4	-1.1%	-0.9%	-1.8%	-16.6%
Cc1ccc(NCCC(=O)c2ccccc2)cc1Cl	?	0.3%	i	?	-4.9	0.7%	-22.2%	-0.3%	27.8%
CCOC(=O)N1CCC(NS(=O)(=O)c2cc(Br)cnc2N)CC1	0.7%	6.8%	i	-24.2%	-0.7	-13.3%	-3.3%	0.3%	-5.1%
Cc1cccc(C(=O)Nc2cccc(OCc3cc(=O)n4cc(C)sc4n3)c2)c1	-0.1%	nt	i	?	nt	2.6%	3.4%	-32.0%	-11.4%
Cc1cccc(N=C2NC(=O)/C(=C/c3cccn3C)S2)c1C	-0.2%	-4.6%	?	-3.3%	7.6	-23.6%	3.2%	6.9%	-1.9%
O=C(Cc1ccccc1)N1CCC(c2nc(-c3ccc(F)cc3)no2)CC1	-0.9%	-8.9%	i	nt	-4.2	-3.3%	-11.0%	-0.7%	-21.0%
Cc1cccc(C)c1NC(=O)c1csc([C@H]2C[C@H](O)[C@@H](CO)O2)n1	-1.0%	4.6%	i	nt	1.2	nt	5.3%	18.7%	10.1%
CCOc1ccc(C(=O)NCC(c2ccc3c(c2)OCO3)N2CCN(c3ccc(F)cc3)CC2)cc1 (stereo not drawn)	-1.0%	nt	i	nt	nt	-12.1%	-14.4%	?	-0.9%
O=C(Nc1ccc(F)cc1)c1ccc2c(c1)NC(=O)c1ccccc1S2	6.3%	nt	?	?	nt	-17.9%	-22.7%	-1.0%	-20.9%
Cc1ccc(NC(=O)C(C)SCc2nc3sc4c(c3c(=O)[nH]2)CCCC4)nc1 (stereo not drawn)	0.3%	5.0%	i	3.2%	-1.0	-0.8%	3.0%	-11.9%	4.5%
O=C(Nn1cc(C(=O)Nc2ccc(F)cc2F)c2ccccc2c1=O)c1cnccn1	-0.6%	15.2%	?	?	0.3	1.0%	-29.9%	-7.8%	?
CCc1ccc(C(=O)c2cn(CC(=O)Nc3ccc(OC)cc3OC)c3ccc(CC)cc3c2=O)cc1	-0.7%	nt	nt	10.2%	nt	9.5%	-6.8%	-19.1%	nt
Cc1cc(C(=O)Cn2nc(C(=O)O)c3ccccc3c2=O)c(C)n1-c1cccc(C(F)(F)F)c1	0.4%	-17.7%	i	-20.8%	-3.3	-8.9%	1.8%	0.3%	-25.8%
CCOc1c(Br)cc(CNc2ccc(N3CCOCC3)cc2)cc1OC	0.6%	-2.3%	i	?	-2.6	-10.2%	-27.7%	?	-7.4%
CC(=O)c1cccc(NC(=O)C(C)OC(=O)c2ccc(S(C)(=O)=O)c([N+](=O)[O-])c2)c1 (stereo not drawn)	nt	nt	nt	21.2%	nt	-3.9%	14.1µM*	11.2µM*	nt
CC(C)(C#N)NC(=O)c1ccco1	-0.7%	9.5%	i	6.3%	-1.8	-3.6%	-23.1%	2.4%	3.7%
CC1(C)CC(=O)C=C(Nc2ccc(Br)cc2F)C1	0.3%	2.3%	i	4.0%	-2.5	-1.6%	2.1%	9.5%	-13.3%
COc1ccc(C)cc1S(=O)(=O)N1CCC(C)CC1	-0.5%	11.1%	i	6.5%	-0.6	-0.9%	-3.7%	2.3%	1.2%
CCOC(=O)N1CCN(C(=O)c2c(-c3ccccc3)noc2C)CC1	-0.8%	8.9%	i	6.4%	-0.6	-0.1%	14.6%	-4.3%	-0.1%
Cc1cc(C)cc(N=C2NC(=O)/C(=C/c3cccs3)S2)c1	2.3%	20.3%	i	3.1%	0.2	9.0%	-38.3%	-14.6%	nt
O=[N+]([O-])c1cc(C(F)(F)F)cc([N+](=O)[O-])c1N1CCCNCC1	0.5%	0.7%	i	-8.0%	-1.1	-13.1%	1.6%	-8.7%	0.7%
CCOc1ccc(CN(C)CC(O)COC(c2ccc(OC)cc2)c2ccc(OC)cc2)cc1 (stereo not drawn)	5.4%	7.3%	i	7.2%	-1.1	-5.0%	-184.2%	?	-14.9%
O=C(c1cccc(-c2ccc(O)cc2)c1)N1CCOCC1	0.5%	1.9%	i	24.1%	-2.6	0.2%	-3.1%	-8.7%	48.6%[activator]
CCN(C(=S)NCc1ccccc1)c1ccccc1	-0.4%	2.3%	i	-10.3%	1.0	11.3%	-13.7%	-21.3%	5.2%
O=C(Nc1nnc(-c2ccc(Cl)cc2)o1)c1cccc(N2C(=O)CCC2=O)c1	0.1%	7.6%	i	?	-0.4	-1.6%	-2.7%	-3.9%	0.0%

Sorted by length of the SMILES (largest number first): three of the compounds above.
SMILES	Nrf2 ARE act	EPAC2 ag	S2 tox	Nrf2 block	IL-2 act	A549 tox	HepG2 tox	TGFb SMAD3 inh	ATXN2 expr inh
O=[N+]([O-])c1cc(C(F)(F)F)cc([N+](=O)[O-])c1N1CCCNCC1	0.5%	0.7%	i	-8.0%	-1.1	-13.1%	1.6%	-8.7%	0.7%
O=C(Nc1nnc(-c2ccc(Cl)cc2)o1)c1cccc(N2C(=O)CCC2=O)c1	0.1%	7.6%	i	?	-0.4	-1.6%	-2.7%	-3.9%	0.0%
Cc1cc(C)cc(N=C2NC(=O)/C(=C/c3cccs3)S2)c1	2.3%	20.3%	i	3.1%	0.2	9.0%	-38.3%	-14.6%	nt

New compounds follow.
SMILES	Nrf2 ARE act	EPAC2 ag	S2 tox	Nrf2 block	IL-2 act	A549 tox	HepG2 tox	TGFb SMAD3 inh	ATXN2 expr inh
COc1ccc(Cl)cc1NC(=O)COC(=O)CCc1cc(OC)c(OC)c(OC)c1	1.9%	3.0%	i	-1.7%	1.9	3.6%	-2.0%	4.1%	-26.2%
Cc1ccc(S(=O)(=O)NCC(=O)N(c2ccccc2)C(C(=O)NCc2ccccc2)c2ccco2)cc1 (stereo not drawn)	0.3%	11.9%	i	?	-4.0	?	-4.8%	?	-14.3%
CSc1nc2sc(-c3ccccc3)cc2c(=O)n1N	15.2%	7.0%	?	?	-4.2	-4.6%	-8.0%	-2.9%	?
CC(C)NC(=O)Cn1c(=O)cnc2ccccc21	0.3%	-1.0%	i	?	-0.6	2.5%	10.7%	-0.3%	1.9%
Cn1c(CCNC(=O)OC(C)(C)C)n[nH]c1=S	-1.0%	8.1%	i	-1.1%	-1.7	-1.6%	-3.5%	-5.8%	1.3%
COc1ccc(C2CC(=O)c3c(C)nc(N4CCN(C=O)CC4)nc3C2)c(OC)c1 (stereo not drawn)	0.3%	nt	?	-6.0%	nt	-0.2%	-8.0%	-11.3%	-18.8%
Cc1nc2c(C(=O)NCCc3ccccc3)c[nH]n2c(=O)c1Cc1ccc(F)cc1Cl	-1.0%	nt	i	-28.3%	nt	-1.5%	-49.1%	?	-12.0%
Cc1cc(NS(=O)(=O)c2ccc(NC(=O)/C=C/c3ccccc3Cl)cc2)no1	14.6%	-5.0%	?	?	0.2	-10.1%	9.8%	8.0%	5.4%
COCCNC(=O)C(c1ccc(C)o1)N(C(=O)C(=O)NC1CCCCC1)c1ccc(F)cc1 (stereo not drawn)	-0.2%	0.5%	i	27.1%	-2.9	3.8%	-0.7%	-0.6%	1.8%
COCCn1c(SCC(=O)Nc2nnc(C)s2)nnc1-c1ccco1	0.2%	4.2%	i	11.9%	0.2	0.9%	5.5%	0.0%	2.9%
O=C(NC1CCCCC1)c1noc2c1CCCCC2	0.0%	14.3%	i	nt	1.4	?	-20.4%	5.1%	26.6%
CS(=O)(=O)c1ccc(NC(=O)c2cc3c(cc2Cl)N2CCCCCC2=NS3(=O)=O)cc1	2.5%	1.1%	i	-14.0%	-1.3	13.2%	-37.7%	0.0%	1.4%
NS(=O)(=O)c1ccc(NC(=O)CSc2nc3ccccc3c(=O)n2Cc2ccncc2)cc1	-0.9%	10.9%	i	-3.0%	1.7	8.6%	-7.9%	2.5%	-7.1%
CCOc1ccc(Cc2nc(-c3nonc3N)no2)cc1OCC	3.2%	5.5%	i	?	-0.7	-8.2%	-8.1%	-1.1%	-3.0%
CC12CCC(=O)N1C(C(=O)Nc1nnc(SCc3ccccc3)s1)CS2 (stereo not drawn)	21.4%	14.8%	i	?	0.5	?	-13.2%	10.5%	-2.0%
CCOc1cc(-c2noc(-c3cccnc3)n2)ccc1OC	-0.1%	1.6%	i	6.3%	-0.9	2.3%	-3.1%	-7.8%	6.4%
